Bioassay records as filed in PubChem.
GRK2 aptamer HTS: compounds blocking aptamer binding on GRK2 – biochemical, human GRK2, bead flow cytometry, HTS, primary screen. inhibition of aptamer binding, % at 10 µM. 0.59% of 330,000 active. FAM-aptamer displacement from GRK2. Beta-adrenergic receptor kinase 1 (Homo sapiens), P25098;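 active = inhibition of aptamer binding above 40%, roughly 3 SD of noise, on plates passing a quality check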;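 also: median bead fluorescence of bound FAM aptamer so fluorescent compounds give negative values; no value below 0 was filed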
LAP4-GFP MLPCN: modulators of LAP4-GFP expression in yeast, primary screen, S. cerevisiae, multiplex flow cytometry, MLPCN library; 0.34% of 320,000 active; GFP response vs DMSO, % at 10 µM; 3 h; median GFP as percent of DMSO wells;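 active = GFP response vs DMSO above a set limit, about the screen mean plus 3 SD, cut at about 150% in these data; inconclusive = under 70 cell events counted for the yeast strain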
CIT2 TOR yeast: modulators of CIT2-GFP expression in yeast, primary screen, S. cerevisiae, GFP fusion, multiplex flow cytometry, MLPCN library | S. cerevisiae CIT2-GFP strain, 3 h; 100 means same as DMSO wells | GFP response vs DMSO, % at 10 µM | 0.065% of 320,000 active;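 active = GFP response relative to DMSO above a set limit, near the screen mean plus 3 SD, cut at about 150% in these data; inconclusive = Fewer than 70 cells measured for a yeast strain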;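 also: ratio of well median GFP fluorescence to mean of DMSO wells on the plate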
Yeast superoxide: reduction of superoxide in aged yeast, primary screen, HTS; superoxide response (% of plate mean), % at 10 µM; 0.18% of 330,000 active; S. cerevisiae aged cells, superoxide DHE fluorescence; stronger effect = lower value;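 active = superoxide response under a set limit, about three screen SD below normal, cut at about 65% in these data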;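 also: yeast aged for seven days with compound at 30 °C before DHE staining; 100% = average MFI of all compound-treated wells on the plate with controls excluded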
MEP2 TOR yeast: modulators of MEP2-GFP levels in yeast, primary screen, S. cerevisiae, multiplex flow cytometry, MLPCN library | S. cerevisiae MEP2-GFP strain, 3 h; 100% = DMSO control level | AID 2016, 2009 | 0.51% of 330,000 active | GFP response vs DMSO, % at 10 µM;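 active = GFP response versus DMSO above a set limit, roughly screen mean plus 3 SD, cut at about 180% in these data; inconclusive = fewer than 70 cells counted for a yeast strain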;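 also: median GFP fluorescence of the barcode-gated MEP2-GFP cells per well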
RPL19A TOR yeast: RPL19A-GFP expression modulators in yeast, primary screen, cell-based, S. cerevisiae, multiplex flow cytometry, MLPCN; 0.3% of 330,000 active; S. cerevisiae RPL19A-GFP strain, 3 h; stronger effect = lower value; percent response vs DMSO, % at 10 µM;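 active = percent response vs DMSO below 50%; inconclusive = fewer than 70 events counted for the yeast strain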;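 also: median channel GFP fluorescence of the barcoded RPL19A-GFP strain; ratio of sample median GFP to plate DMSO average so 100% = DMSO; lower means less RPL19A-GFP as with rapamycin TOR inhibition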
AGP1 TOR yeast: modulators of AGP1-GFP expression in yeast TOR pathway, primary screen, cell-based, multiplex flow cytometry, S. cerevisiae, MLPCN library; 3 h; GFP as percent of DMSO wells; GFP response vs DMSO, % at 10 µM; 0.02% of 320,000 active;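 active = GFP response relative to DMSO above a set limit, near screen average plus 3 SD, cut at about 150% in these data; inconclusive = fewer than 70 cells counted for the yeast strain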;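 also: median GFP channel fluorescence of the gated AGP1 strain per well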
VLA-4 inh: inhibition in human VLA-4 binding assay, primary screen, VLA-4 allosteric modulator project, MLPCN library, flow cytometry, VLA-4 expressing cells; AID 2557, 2010; inhibition, % (about 7 µM as worked out from the volumes in the protocol); 0.2% of 330,000 active; Integrin alpha-4 (Homo sapiens), P13612; ligand binding flow cytometry; in the data active = inhibition above about 50%
Target sequence (P13612 whole entry, looked up): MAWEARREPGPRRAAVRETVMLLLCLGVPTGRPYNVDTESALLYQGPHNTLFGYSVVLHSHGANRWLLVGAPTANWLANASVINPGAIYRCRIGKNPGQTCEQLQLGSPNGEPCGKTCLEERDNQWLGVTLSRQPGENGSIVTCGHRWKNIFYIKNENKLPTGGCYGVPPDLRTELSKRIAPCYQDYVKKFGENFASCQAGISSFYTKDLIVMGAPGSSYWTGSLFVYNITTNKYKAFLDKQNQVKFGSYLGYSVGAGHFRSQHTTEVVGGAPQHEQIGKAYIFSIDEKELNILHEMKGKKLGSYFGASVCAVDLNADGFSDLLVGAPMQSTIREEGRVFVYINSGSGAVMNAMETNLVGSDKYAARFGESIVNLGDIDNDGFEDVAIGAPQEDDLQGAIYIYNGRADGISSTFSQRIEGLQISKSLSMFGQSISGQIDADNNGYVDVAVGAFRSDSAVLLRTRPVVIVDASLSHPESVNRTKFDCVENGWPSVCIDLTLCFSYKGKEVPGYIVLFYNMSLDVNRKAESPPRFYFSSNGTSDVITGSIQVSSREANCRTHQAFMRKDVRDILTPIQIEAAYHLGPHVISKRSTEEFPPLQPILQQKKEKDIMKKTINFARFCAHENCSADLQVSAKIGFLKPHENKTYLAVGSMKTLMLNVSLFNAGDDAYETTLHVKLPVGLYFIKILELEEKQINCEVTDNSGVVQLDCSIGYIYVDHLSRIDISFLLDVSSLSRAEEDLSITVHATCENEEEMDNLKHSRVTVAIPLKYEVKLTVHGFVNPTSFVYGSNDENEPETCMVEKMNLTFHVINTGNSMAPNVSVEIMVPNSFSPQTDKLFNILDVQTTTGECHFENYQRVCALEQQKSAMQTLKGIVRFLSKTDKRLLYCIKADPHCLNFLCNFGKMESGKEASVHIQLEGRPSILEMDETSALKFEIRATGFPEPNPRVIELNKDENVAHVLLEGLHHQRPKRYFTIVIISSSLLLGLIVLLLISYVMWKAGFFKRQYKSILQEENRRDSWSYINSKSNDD
* marks the source's active call; other numbers are inactive results; ? = inconclusive; · = not tested or not shown; [ ] = remark or other dose.

Every second line gives: GRK2 aptamer HTS	LAP4-GFP MLPCN	CIT2 TOR yeast	Yeast superoxide	MEP2 TOR yeast	RPL19A TOR yeast	AGP1 TOR yeast	VLA-4 inh
CN(CC(=O)Nc1ccccc1C(F)(F)F)C(=O)C1CCN(S(=O)(=O)c2ccc3c(c2)OCCO3)CC1
    0	100	100	104	103	99	102	-6
O=C(CCNC(=O)c1ccccc1Cl)Nc1nc(-c2ccc3ccccc3c2)cs1
    0	98	103	83	103	101	102	15
COc1ccc(-c2nnc(SC)o2)c(OC)c1
    0	108	91	101	96	100	88	6
COc1ccc(C(C(=O)NC2CCCCC2)N(C(=O)CCl)c2ccc(C)cc2)cc1 (stereo unspecified)
    1	92	107	97	99	103	101	2
CCCCc1cc(=O)oc2c(C)c(OCc3nn[nH]n3)ccc12
    0	102	92	107	105	109	107	13
CCN(C(=O)CN1C(=O)NC2(CCc3ccccc32)C1=O)C1CCCCC1 (stereo unspecified)
    0	106	104	103	103	100	109	1
Cc1ccc(C(=O)COC(=O)CCC(=O)Nc2ccccc2Cl)cc1[N+](=O)[O-]
    0	103	106	108	108	115	102	3
CCCN(CCC)C(=O)Cn1c(=O)n(CCCCCC(=O)Nc2ccccc2)c(=O)c2sccc21
    1	96	103	90	88	99	99	4
CCN1CCN(c2cc(=O)n(-c3cc(Cl)ccc3C)c(=O)[nH]2)CC1
    0	98	102	106	100	·	94	-2
Cc1cccn2c(=O)nc(SCC(=O)NCc3ccc(F)cc3)nc12
    1	118	93	102	101	97	103	9
Cn1c(=O)c2c(nc(CN3CCCCC3)n2Cc2c(F)cccc2Cl)n(C)c1=O
    0	102	87	107	96	92	95	11
CC(=O)c1ccc(NC(=O)C2=CC(c3ccc4c(c3)OCO4)=NS(=O)(=O)N2C)cc1
    8	97	100	106	99	97	97	-2
COc1ccnc(NCc2cccnc2)c1C#N
    2	90	99	110	102	96	96	2
Cc1ccc(-c2nnn(CCC(=O)NC3CCCC3)n2)cc1
    0	105	107	106	114	109	115	8
Cc1cc(NC(=O)CSc2nnc3c(C)cc4ccccc4n23)no1
    3	96	·	90	101	99	104	6
CCCCn1c(N)c(N(Cc2ccccc2OC)C(=O)C(C)C)c(=O)[nH]c1=O
    0	102	95	96	101	98	99	4
CC12CCC(C(=O)Nc3ccc(Cl)cc3)([C@H](Br)C1=O)C2(C)C (stereo partly specified)
    1	115	102	95	97	102	104	-4
COc1ccc(/C=N/n2c(COc3ccccc3)n[nH]c2=S)cc1OC
    0	108	111	93	94	94	107	4
O=C(NNC(=O)c1cccs1)c1ccco1
    0	88	89	97	95	97	97	1
CC(C)(C)C(=O)CN1C(=O)NC2(CCc3ccccc32)C1=O (stereo unspecified)
    0	75	107	109	99	103	98	7
Cc1cccc(OCC(=O)Nc2cc(NC(=O)COc3cccc(C)c3C)cc(C(=O)O)c2)c1C
    0	93	107	110	108	108	102	12
COCCn1c(SCC(=O)N2CCCc3ccccc32)nc2ccccc2c1=O
    0	80	93	104	99	99	109	-16
O=C(COC(=O)CCC(=O)c1ccc(Cl)cc1)NCc1ccc(F)cc1
    3	105	94	105	102	101	103	8
S=c1[nH]nc(COc2ccccc2)n1/N=C/c1cccc(Br)c1
    0	103	101	114	102	100	97	5
COc1ccc(C[C@H]2CN3C(=NC[C@@H]3Cc3ccccc3)N2CCNC(=O)c2ccc(C)c(Br)c2)cc1
    0	136	105	92	94	99	95	33
NC(=O)c1ccc(N2CCNC(=O)C2)c([N+](=O)[O-])c1
    0	91	101	99	101	103	98	-6
CC(C)C(c1nnnn1Cc1ccc(F)cc1)N1CCN(C2CCCC2)CC1 (stereo unspecified)
    2	97	95	94	103	97	100	3
Cn1c(SCc2c(Cl)cccc2Cl)nnc1-c1ccc2nonc2c1
    1	116	87	114	94	94	104	12
COc1ccc(CNC(=O)CCn2c(=O)c3cccn3c3ccc(F)cc32)cc1
    0	101	99	116	106	91	97	8
O=C(Nc1ccc(F)cc1)Nc1ccc2c(c1)OCO2
    0	85	99	102	91	97	94	-7
CCOCCCNC(=O)c1cc2c(=O)n3ccccc3nc2s1
    29	104	105	111	113	98	104	6
O=C(CCNC(=O)c1ccco1)NCCc1c[nH]c2ccccc12
    0	100	101	84	109	98	98	-5
COc1cc(OC)cc(C(=O)N2CCN(C(=O)c3ccc(OC)c(OC)c3)CC2)c1
    4	89	89	108	94	95	95	7
COc1ccccc1NC(=O)c1nc[nH]c1C(=O)Nc1ccccc1OC
    1	118[may fluoresce violet]	?	110	558*[may fluoresce violet]	42*[may fluoresce violet]	·	4
CCn1nc(C(=O)Nc2cccc(C(F)(F)F)c2)c(Cl)c1Cl
    53*	109	99	105	108	106	102	6
Cc1nn(Cc2c(Cl)cccc2Cl)c(Cl)c1/C=C/C(=O)OCC(=O)NCC(F)(F)F
    0	95	104	104	101	84	126	3
CC(=O)N1CCN=C1SCc1ccc(F)cc1
    0	103	100	91	113	100	101	18
Cc1ccc(S(=O)(=O)NCC(=O)N2CCN(c3ccccc3F)CC2)cc1
    0	91	108	95	95	105	94	8
Cc1ccc(NC(=O)CNC(=O)C2CCCCC2)nc1
    63*	105	104	96	109	94	107	0
O=C(Nc1ccc(Br)cc1F)C1CCCO1 (stereo unspecified)
    0	91	97	94	102	95	95	7
O=C(NCC1CCCO1)C(=O)N/N=C/c1cc(Cl)ccc1O (stereo unspecified)
    2	103	100	107	101	96	102	-1
CCN1CCN(c2ccc(NC(=O)c3cnccn3)cc2)CC1
    0	108	99	94	93	98	109	12
O=C(c1cc(-c2ccc(Cl)c(Cl)c2)on1)N1CCOCC1
    6	105	99	105	107	103	98	15
O=C(c1cnc(N2CCN(c3ccccn3)CC2)c2ccccc12)N1CCN(c2cccc(Cl)c2)CC1
    0	100	94	117	96	94	99	8
O=C(CSc1cccc[n+]1[O-])Nc1ccc(Br)cc1Br
    1	95	110	74	107	102	99	8
N#C/C(=C\c1cccnc1)C(=O)NC1CCCCC1
    0	82	79	99	86	103	98	2
CCOC(=O)C1=NNC(C(=O)c2ccc(OC)cc2)C1c1ccccc1 (stereo unspecified)
    3	90	87	104	91	92	89	-3
CC(=O)NCCOc1nc(N(C)C)nc(N2CCCCC2)n1
    0	92	107	84	108	103	103	13
O=[N+]([O-])c1ccc(Cl)cc1N1CCCC1
    0	96	92	98	96	96	93	11
CSc1nc(N)nc(C(C)C)n1
    0	102	92	101	96	99	103	26
C=CCSc1nnc(NC(=O)c2cccc(S(=O)(=O)N(C)c3ccccc3)c2)s1
    0	87	101	113	101	102	92	5
CCCN(CCC(=O)Nc1ccccc1F)CC1CC1
    0	92	111	94	97	94	94	0
CC(=O)Nc1cccc(N(C)C)c1
    2	103	110	107	101	101	109	-2
Cc1ccc2c(C)c(C(=O)N(C)Cc3nccn3C)oc2c1C
    1	94	102	101	91	103	101	3
CCC(C)NC(=O)c1cc(CC(C)C)on1 (stereo unspecified)
    1	99	110	106	92	103	109	-3
COc1ccc2nc(NC(=O)C34CC5CC(CC(NC(C)=O)(C5)C3)C4)sc2c1
    0	77	82	86	89	94	76	13
Cc1ccc(NC(=O)N2CCCC2C(=O)NCC2CCCCC2)cc1 (stereo unspecified)
    1	90	104	98	107	103	100	4
O=C(O)CC1(CC(=O)Nc2ccc(F)c(Cl)c2)CCCCC1
    1	99	103	113	105	103	96	-10
Cc1nnc(SCC(=O)N2CC(=O)Nc3ccccc32)n1Cc1ccccc1
    0	85	96	105	90	93	·	16
CCN(CC)S(=O)(=O)c1cc([N+](=O)[O-])ccc1N=Nc1c(O)[nH]c2ccccc12
    0	92	80	107	94	99	93	-23

Next results
Every second line gives: GRK2 aptamer HTS	LAP4-GFP MLPCN	CIT2 TOR yeast	Yeast superoxide	MEP2 TOR yeast	RPL19A TOR yeast	AGP1 TOR yeast	VLA-4 inh
CC(=O)Nc1ccc(S(=O)(=O)N(CC(=O)O)Cc2ccccc2)cc1
    6	96	97	110	97	92	97	6
COC(=O)c1ccc(N2C(=O)CC(SCCN)C2=O)cc1 (stereo unspecified)
    4	99	101	98	103	103	103	2
COc1ccc(C(=O)OC(C(=O)c2ccccc2)c2ccccc2)cc1 (stereo unspecified)
    2	95	83	96	93	93	88	8
CCOC(=O)C1(Nc2nccs2)Sc2ccccc2NC1=O (stereo unspecified)
    0	91	114	103	102	100	96	-17
S=C(Nc1cccnc1)Nc1ccccn1
    1	94	100	113	105	105	104	52*
Cc1ccc(NC(=O)CN2C(=O)CC(C)S(=O)(=O)c3ccccc32)cc1 (stereo unspecified)
    0	103	102	121	100	101	103	2
O=C(CCCN1C(=O)/C(=C/c2cccc(Br)c2)SC1=S)Nc1ccccn1
    0	87	107	102	100	100	97	29
CC(C)OP(=O)(OC(C)C)C(Nc1ccccc1)c1cccc([N+](=O)[O-])c1 (stereo unspecified)
    4	122	110	90	101	102	122	13
O=C(c1ccc([N+](=O)[O-])cc1[N+](=O)[O-])N1CCc2ccccc21
    6	83	107	106	100	103	108	7
CC(C)COc1ccc(S(=O)(=O)n2cc(F)c(=O)[nH]c2=O)cc1
    0	93	94	103	85	90	92	29
Cc1ccc(S(=O)(=O)NN=Cc2ccc(N3CCOCC3)cc2)cc1[N+](=O)[O-]
    4	104	111	102	97	98	98	1
COc1ccc(CC(=O)Nc2c(C(N)=O)oc3ccccc23)cc1OC
    4	101	92	106	97	96	95	4
CC(=O)Nc1nc(C)c(Oc2cccc(C(F)(F)F)c2)c(=O)[nH]1
    2	·	·	119	105	113	·	9
Cc1cc2oc(=O)cc(Cn3ccnc3)c2cc1Cl
    3	102	110	93	106	104	105	14
CN(C)c1ccc(/C=C/C(=O)c2ccccc2O)cc1
    1	110	96	104	98	96	95	-177
CCOc1ccc(-c2n[nH]c(=S)c3ccccc23)cc1
    6	114	115	75	111	115	109	-9
CN(C)CCN(C(=O)c1ccc2ccccc2c1)c1nc2cc3c(cc2s1)OCCO3
    0	105	104	92	103	104	107	-28
Fc1ccccc1OCC1CCCN(Cc2nc(CC3CC3)no2)C1 (stereo unspecified)
    0	133	70	97	94	94	88	-2
Cc1c(O)c(CN2CCCCC2)cc2c3c(c(=O)oc12)CCC3
    1	92	89	95	95	82	63	5
CCN(CC)S(=O)(=O)c1ccc2c(c1)N(CC(=O)N1CCC(C(N)=O)CC1)C(=O)CO2
    13	100	103	111	119	97	99	-3
Cc1ccc(C(=O)Nc2sc3c(c2C(=O)O)CCCCC3)o1
    0	80	81	112	89	92	82	-3
CC(=O)c1ccc(S(=O)(=O)N2CCN(C(C)=O)CC2)cc1
    0	99	100	94	94	97	100	-2
Cn1c(=O)c2c(nc(-n3ccnc3)n2Cc2ccc([N+](=O)[O-])cc2)n(C)c1=O
    1	100	101	115	106	102	105	-8
